# Screening results deposited in PubChem BioAssay by several laboratories.
# AGP1-GFP MLPCN – modulators of AGP1-GFP expression in yeast TOR pathway, primary screen, cell-based, multiplex flow cytometry, S. cerevisiae, MLPCN library | AID 2066, 2009 | 3 h; GFP as percent of DMSO wells | hit rate 0.02% among 320,000 | GFP response vs DMSO, % at 10 µM;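 active = GFP response relative to DMSO above a set limit, near screen average plus 3 SD, cut at about 150% in these data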;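 note: median GFP channel fluorescence of the gated AGP1 strain per well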
# AHR act – AHR activators, primary screen, cell-based, luminescence, luciferase reporter, human; Aryl hydrocarbon receptor (Homo sapiens), P35869; AID 2796, 2010; activation, % at 5 µM; AHR-responsive luciferase reporter cells; hit rate 2.5% among 320,000; in the data active = activation above about 47%;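 note: 0% = vehicle wells and 100% = reference agonist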
# Target sequence (P35869 whole entry, looked up): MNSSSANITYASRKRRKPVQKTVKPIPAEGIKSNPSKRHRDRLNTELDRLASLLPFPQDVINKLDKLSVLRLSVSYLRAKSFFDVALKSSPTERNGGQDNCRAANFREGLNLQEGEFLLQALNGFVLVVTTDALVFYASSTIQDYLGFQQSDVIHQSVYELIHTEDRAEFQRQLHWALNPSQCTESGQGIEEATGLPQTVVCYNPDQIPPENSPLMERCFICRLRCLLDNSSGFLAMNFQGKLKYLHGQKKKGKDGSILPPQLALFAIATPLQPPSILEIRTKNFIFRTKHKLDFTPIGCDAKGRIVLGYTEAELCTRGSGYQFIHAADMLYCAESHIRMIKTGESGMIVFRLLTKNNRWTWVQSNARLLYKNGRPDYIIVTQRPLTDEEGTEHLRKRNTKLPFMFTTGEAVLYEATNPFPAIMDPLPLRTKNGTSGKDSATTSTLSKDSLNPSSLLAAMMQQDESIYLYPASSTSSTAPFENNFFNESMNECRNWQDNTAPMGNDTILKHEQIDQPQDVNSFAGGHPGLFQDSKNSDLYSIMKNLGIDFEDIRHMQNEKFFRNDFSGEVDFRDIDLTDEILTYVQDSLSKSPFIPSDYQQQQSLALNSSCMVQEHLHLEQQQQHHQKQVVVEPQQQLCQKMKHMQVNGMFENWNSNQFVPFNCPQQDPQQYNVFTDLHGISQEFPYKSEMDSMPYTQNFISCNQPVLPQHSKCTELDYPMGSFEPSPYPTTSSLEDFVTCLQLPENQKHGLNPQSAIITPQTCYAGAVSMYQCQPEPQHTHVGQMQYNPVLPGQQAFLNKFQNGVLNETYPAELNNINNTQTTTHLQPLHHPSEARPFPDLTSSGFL
# CR mimetic SO – reduction of superoxide in aged yeast, primary screen, HTS. S. cerevisiae aged cells, superoxide DHE fluorescence; stronger effect = lower value. superoxide response (% of plate mean), % at 10 µM. hit rate 0.18% among 330,000. AID 2690, 2010;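 active = superoxide response under a set limit, about three screen SD below normal, cut at about 65% in these data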;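 note: yeast aged for seven days with compound at 30 °C before DHE staining; 100% = average MFI of all compound-treated wells on the plate with controls excluded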
# Efflux pump inh – inhibitors of Candida efflux pumps in yeast, primary screen, S. cerevisiae, Nile Red, multiplex | S. cerevisiae Candida pump triplex | inhibition, % at 10 µM | hit rate 0.44% among 330,000 | AID 485275, 2010;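 active = plate passing quality check with inhibition over a set limit, or well fluorescence over plate mean plus 4 SD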;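 note: Nile Red retained in pooled yeast measured as flow cytometry median fluorescence; 0% = buffer negative control and 100% = Enniatin B positive control; higher means more Nile Red kept so more efflux inhibition; some compounds called inactive have numbers as strong as hits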
# MEP2-GFP yeast – modulators of MEP2-GFP levels in yeast, primary screen, S. cerevisiae, multiplex flow cytometry, MLPCN library | GFP response vs DMSO, % at 10 µM | hit rate 0.51% among 330,000 | S. cerevisiae MEP2-GFP strain, 3 h; 100% = DMSO control level | AID 2016, 2009;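 active = GFP response versus DMSO above a set limit, roughly screen mean plus 3 SD, cut at about 180% in these data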;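 note: median GFP fluorescence of the barcode-gated MEP2-GFP cells per well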
# CIT2-GFP yeast – modulators of CIT2-GFP expression in yeast, primary screen, S. cerevisiae, GFP fusion, multiplex flow cytometry, MLPCN library | S. cerevisiae CIT2-GFP strain, 3 h; 100 means same as DMSO wells | GFP response vs DMSO, % at 10 µM | hit rate 0.065% among 320,000 | AID 2029, 2009;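 active = GFP response relative to DMSO above a set limit, near the screen mean plus 3 SD, cut at about 150% in these data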;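 note: ratio of well median GFP fluorescence to mean of DMSO wells on the plate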
# RPL19A TOR yeast – RPL19A-GFP expression modulators in yeast, primary screen, cell-based, S. cerevisiae, multiplex flow cytometry, MLPCN | S. cerevisiae RPL19A-GFP strain, 3 h; stronger effect = lower value | percent response vs DMSO, % at 10 µM | hit rate 0.3% among 330,000 | AID 2025, 2009;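 active = percent response vs DMSO below 50%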;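 note: median channel GFP fluorescence of the barcoded RPL19A-GFP strain; ratio of sample median GFP to plate DMSO average so 100% = DMSO; lower means less RPL19A-GFP as with rapamycin TOR inhibition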
# LAP4-GFP MLPCN – modulators of LAP4-GFP expression in yeast, primary screen, S. cerevisiae, multiplex flow cytometry, MLPCN library | 3 h; median GFP as percent of DMSO wells | GFP response vs DMSO, % at 10 µM | hit rate 0.34% among 320,000 | AID 2023, 2009;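 active = GFP response vs DMSO above a set limit, about the screen mean plus 3 SD, cut at about 150% in these data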
# The depositor's hits bear a star; nt = not tested or not shown. The list is partial. The share of hits here may be higher or lower than overall.
Molecule	Efflux pump inh	CIT2-GFP yeast	LAP4-GFP MLPCN	MEP2-GFP yeast	AGP1-GFP MLPCN	AHR act	RPL19A TOR yeast	CR mimetic SO
Nc1c2c(nc3sc4c(c13)CCCC4)CCCCC2	0.0	105	115	111	108	58*	106	103
CCOC(=O)c1c(N)n(CCN2CCOCC2)c2nc3ccccc3nc12	0.0	102	95	97	92	4	95	89
CN(C)P(=O)(CCl)Nc1ccccc1 (stereo not drawn)	-0.2	96	83	98	94	4	100	148
Cc1ccc2[nH]c(=S)n(-c3cccnc3)c(=O)c2c1	-0.1	102	101	89	102	34	93	119
O=S(=O)(c1ccc(O)cc1)c1ccc(O)cc1	0.1	99	88	95	96	1	102	101
CP(C)(=O)CCC(=O)O	0.3	95	97	96	95	5	93	110
COC(=O)c1c(C)n(Cc2ccccc2)c2ccc(O)cc12	0.0	112	100	102	105	2	108	103
Cc1ccc(Cl)cc1N1CCN(CCN)CC1	-0.1	106	90	101	103	-1	104	117
Cc1ccc(NC(=O)CCNC(=O)N2C[C@H]3C[C@@H](C2)c2cccc(=O)n2C3)c(C)c1	-0.2	92	100	100	94	-1	94	116
COC(=O)CC(NC(=S)N1CC2C[C@@H](C1)Cn1c2cccc1=O)C(=O)OC (stereo partly drawn)	-0.2	100	101	103	105	-2	97	97
CC(C)=CCC12CN3CCN(CC(C3)C1=O)C2	-0.2	102	103	105	104	1	98	91
CC1=NN(c2ccccc2)C(=O)C1/C=C1\C(=O)NC(=O)N(c2ccc(C)c(C)c2)C1=O (stereo not drawn)	-0.1	112	99	104	104	17	100	111
CCC1=C(C)C(N2CCOCC2)=NP(N2CCOCC2)(N2CCOCC2)=N1	0.0	98	100	92	97	3	98	104
O=C(CCCN1CCC(n2c(=O)[nH]c3ccccc32)CC1)c1ccc(F)cc1	0.2	83	120	98	87	-1	97	101
CCOC(=O)c1cccc(-[n+]2c(-c3ccccc3)cc(-c3ccccc3)cc2-c2ccccc2)c1	0.0	79	115	92	82	7	99	96
CCCCn1c(O)c(C(CC)=NCCCN(C)C)c(=O)[nH]c1=O	-0.1	112	98	110	102	0	101	86
Cc1ccc(C)c(NC(=O)CSc2nnc([C@@H](N)Cc3c[nH]c4ccccc34)o2)c1	0.1	96	97	105	102	26	99	104
Cc1cc(C)c(-n2c(O)c(/C=N/N3CCCCC3c3cccnc3)c(=O)[nH]c2=O)c(C)c1 (stereo not drawn)	0.0	103	88	103	99	-1	103	108
NCCc1ccc(O)cc1	0.0	121	110	92	95	-3	102	105
CC(C(=O)c1c[nH]c2ccccc12)N1CCOCC1 (stereo not drawn)	-0.3	98	107	100	106	12	99	111
CC(=NCc1ccc2c(c1)OCO2)c1c(O)[nH]c(=O)[nH]c1=O	0.0	105	98	100	101	17	99	108
O=C(c1c[nH]c2ccc(S(=O)(=O)N3CCOCC3)cc2c1=O)N1CCC2(CC1)OCCO2	0.1	94	88	100	92	1	96	94
COc1cccc(CN2CCCCC2c2cccnc2)c1 (stereo not drawn)	-0.1	100	98	97	96	2	98	91
O=P(Oc1ccccc1)(Oc1ccccc1)N1CCN(c2ccc(F)cc2)CC1	0.0	93	106	94	102	-1	96	101
O=C(c1ccc(C(F)(F)F)cc1)C1CCCN(Cc2ccncc2)C1 (stereo not drawn)	-0.2	102	102	101	102	4	99	90
COc1ccc(OC)c(N2Cc3ccccc3C2=N)c1	-0.1	89	101	92	98	-1	93	103
Oc1ccc2c3c1O[C@H]1c4[nH]c5ccccc5c4C[C@@]4(O)C(C2)N(CC2CC2)CC[C@]314	0.2	90	109	94	94	1	101	93
C=CCn1c(O)c(C(C)=NCCCn2ccnc2)c(=O)[nH]c1=O	-0.1	92	115	102	106	9	99	111
OCC(Br)CBr (stereo not drawn)	0.0	84	101	97	100	-1	98	97
CC(C)c1oc(=O)cc2c1[C@@H](O)[C@H]1OC(=O)[C@@]3(C)CC[C@@H](O)[C@@]2(C)C13 (stereo partly drawn)	0.2	61	109	89	67	3	90	102
COc1cc(CC(=O)N2C[C@H]3C[C@@H](C2)c2cccc(=O)n2C3)cc(OC)c1OC	0.0	92	102	98	102	0	97	84
Cc1cccc(NP(=O)(Oc2ccccc2F)Oc2ccccc2F)c1C	0.0	111	100	135	101	4	106	91
COC(=O)c1cn(C(=O)c2cccc3ccccc23)c2ccccc12	-0.2	105	108	94	113	0	102	99
CSc1ccc(C(=O)C2CCCN(Cc3cnc(SC)nc3)C2)cc1 (stereo not drawn)	-0.1	110	110	106	112	6	115	102
Cc1cccc(C)c1NC1=NCCCCS1	0.0	104	103	112	106	1	101	90
O=[N+]([O-])c1cccc2c([N+](=O)[O-])cccc12	0.1	86	104	94	94	-2	102	124
COC(=O)C1=CO[C@@H](C)[C@H]2CN3CC[C@]4(C(=O)Nc5ccccc54)[C@@H]3C[C@H]12	-0.1	98	108	113	104	-1	95	104
CC(=O)c1ccc2c(c1)C1C(Cl)C(Sc3ccccc3[N+](=O)[O-])CC1C(c1ccccc1)N2 (stereo not drawn)	-0.2	96	101	99	102	6	99	95
O=c1[nH]c(=O)n(-c2ccc(F)cc2)c(O)c1C=Nc1ccccc1N1CCCC1	-0.2	88	81	89	86	3	87	98
COc1ccccc1N(CC(=O)NC1CCCCC1)C(=O)c1cnn(C(C)C)c1	0.1	93	97	96	97	0	97	114
CCOC(=O)C1=C(C)OC(N)=C(C#N)C12C(=O)N(C)c1ccccc12 (stereo not drawn)	0.2	99	110	99	99	4	92	93
C[C@]12CC[C@H]3[C@@H](CC[C@]4(O)C[C@@H](O)CC[C@]34C=O)[C@@]1(O)CC[C@@H]2C1=CC(=O)OC1	0.6	90	100	110	93	-4	99	93
CC(=O)O[C@]1(c2ccccc2)CCN(C)[C@H]2CCCC[C@@H]21	0.0	97	103	104	102	0	99	107
CC1CC(C)CN(CC(=O)c2ccc(OC(F)F)cc2)C1 (stereo not drawn)	0.1	110	106	120	112	2	108	90
COc1cc(CN2CC=C(c3ccc(F)cc3)CC2)cc(OC)c1	0.2	97	96	103	102	nt	101	105
COc1cccc(Oc2c(C)oc3cc(OC(=O)N(C)C)ccc3c2=O)c1	0.1	102	98	108	102	2	99	112
Cc1ccc2c(c1)C(c1ccccc1)=NCC(=O)N2	0.2	108	93	122	101	14	102	123
O=c1cccc2n1CC1CC2CN(S(=O)(=O)c2cc(Cl)ccc2Cl)C1 (stereo not drawn)	-0.1	111	97	105	102	-3	104	98
CNC(=O)Oc1ccc2ncccc2c1	0.3	92	87	98	102	7	100	109
C=CC(C)C(C(=O)c1ccccc1)N(C)C (stereo not drawn)	0.2	85	96	95	89	2	92	87

# (continued)
Molecule	Efflux pump inh	CIT2-GFP yeast	LAP4-GFP MLPCN	MEP2-GFP yeast	AGP1-GFP MLPCN	AHR act	RPL19A TOR yeast	CR mimetic SO
COc1cccc(C(=O)C2CCCN(Cc3cccc4c3OCO4)C2)c1 (stereo not drawn)	0.0	106	98	110	101	10	101	74
CCCOc1ccc(C(=O)NC(=S)N2C[C@H]3C[C@H](C2)c2cccc(=O)n2C3)cc1	-0.2	106	105	105	110	-1	105	74
Cc1ccc(-n2c(O)c(C=NC3CCCC3)c(=O)[nH]c2=O)c(C)c1	0.1	98	90	91	94	6	90	101
Cc1cc(/C=C2\C(=O)NC(=O)N(C)C2=O)c(C)n1-c1ccc2c(c1)OCO2	0.1	89	103	126	73	8	73	93
CCC(=O)c1c(O)n(C2CCCCCC2)c(=O)[nH]c1=O	0.1	91	113	90	95	1	96	110
CC(=O)NC(C)Cc1ccccc1 (stereo not drawn)	0.1	105	107	109	104	1	100	103
O=C(Cc1ccccc1)N1CCN(CCCc2ccccc2)CC1	0.0	104	97	102	112	nt	108	101

# 13 neighbouring compounds out of the list so far, for reference:
Molecule	Efflux pump inh	CIT2-GFP yeast	LAP4-GFP MLPCN	MEP2-GFP yeast	AGP1-GFP MLPCN	AHR act	RPL19A TOR yeast	CR mimetic SO
COc1cc(CN2CC=C(c3ccc(F)cc3)CC2)cc(OC)c1	0.2	97	96	103	102	nt	101	105
COc1cccc(Oc2c(C)oc3cc(OC(=O)N(C)C)ccc3c2=O)c1	0.1	102	98	108	102	2	99	112
Cc1ccc2c(c1)C(c1ccccc1)=NCC(=O)N2	0.2	108	93	122	101	14	102	123
O=c1cccc2n1CC1CC2CN(S(=O)(=O)c2cc(Cl)ccc2Cl)C1 (stereo not drawn)	-0.1	111	97	105	102	-3	104	98
CNC(=O)Oc1ccc2ncccc2c1	0.3	92	87	98	102	7	100	109
C=CC(C)C(C(=O)c1ccccc1)N(C)C (stereo not drawn)	0.2	85	96	95	89	2	92	87
COc1cccc(C(=O)C2CCCN(Cc3cccc4c3OCO4)C2)c1 (stereo not drawn)	0.0	106	98	110	101	10	101	74
CCCOc1ccc(C(=O)NC(=S)N2C[C@H]3C[C@H](C2)c2cccc(=O)n2C3)cc1	-0.2	106	105	105	110	-1	105	74
Cc1ccc(-n2c(O)c(C=NC3CCCC3)c(=O)[nH]c2=O)c(C)c1	0.1	98	90	91	94	6	90	101
Cc1cc(/C=C2\C(=O)NC(=O)N(C)C2=O)c(C)n1-c1ccc2c(c1)OCO2	0.1	89	103	126	73	8	73	93
CCC(=O)c1c(O)n(C2CCCCCC2)c(=O)[nH]c1=O	0.1	91	113	90	95	1	96	110
CC(=O)NC(C)Cc1ccccc1 (stereo not drawn)	0.1	105	107	109	104	1	100	103
O=C(Cc1ccccc1)N1CCN(CCCc2ccccc2)CC1	0.0	104	97	102	112	nt	108	101
